# ASM inhibitor: Inhibitors of Secretory Acid Sphingomyelinase (S-ASM): qHTS; Sphingomyelin phosphodiesterase (Homo sapiens), P17405; placental ASM, HMU-PC fluorogenic substrate, 60 min; Potency, µM (series often up to 57.5 µM), inactives show at the highest dose activity change, negative = inhibition, most hits filed as inhibitors; 340,000 compounds, 0.006% hits; also: potency is read from the fitted curve at half-maximal effect
#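 Steps: dispense placental human ASM, pin compound, wait 10 min at room temperature, add HMU-PC0 substrate at 9 uM final, incubate 60 min at 37 °C, add stop solution raising pH to 10, read fluorescence.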
# uPA generation: qHTS for Inhibitors of Cell Surface uPA Generation. cell surface uPA generation assay, qHTS. Potency, µM (top dose mostly 38.3 µM), without a hit: top-dose activity change, negative = inhibition, usual class: inhibitors. 330,000 compounds, 0.31% hits; active = well fitted inhibition curve with a large enough effect; inconclusive = small, poorly fitted or top-dose-only effect; inactive = no such curve, though single readings can be large or run the other way; tested in mouse RAW 264.7 cells; also: potency is read from the fitted curve at half-maximal effect; % is scaled to controls: 0 for no effect and ±100 for the full control effect; nearly all actives have a fitted effect of over 55% in size
# p53 reactivation: qHTS assay for re-activators of p53 using a Luc reporter; 320,000 compounds, 0.063% hits; H1299 p53-A138V BP100-luciferase reporter, luminescence, 24 h; Potency, µM (titrated, usually from 92.2 µM), without a hit: at the top dose activity change, positive = activation, most hits filed as activators; also: potency is read from the fitted curve at half-maximal effect; % of control where 0% means no effect; nearly all actives have a fitted effect of over 45% in size
#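 p53-null H1299 cells stably carrying temperature-sensitive p53-A138V and a BP100-luciferase reporter were pinned with compounds (4-point, 1:5 series) and held 24 hrs at 37 deg C. Luminescence was read 10 min after detection reagent.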
# TSG101-PTAP inh: qHTS Assay for Iinhibitors of HIV-1 Budding by Blocking the Interaction of PTAP/TSG101; Potency, µM (series often up to 115 µM), without a hit: at the highest dose activity change, negative = inhibition, hits mostly inhibitors; Fluorescence polarization, FITC-PTAP peptide / Tsg101 binding; 340,000 tested, under 10 active; Tumor susceptibility gene 101 protein (Homo sapiens), Q99816; active = well fitted inhibition curve with a large enough effect in the main read-out, with a control signal flat, not every such curve was filed as active; inconclusive = small, poorly fitted or top-dose-only effect, or effect the other way, or a change in a side signal; inactive = no such curve, though single readings can be large or run the other way; also: potency is read from the fitted curve at half-maximal effect; % of control where 0% means no effect
# Target sequence (Q99816 whole entry, looked up): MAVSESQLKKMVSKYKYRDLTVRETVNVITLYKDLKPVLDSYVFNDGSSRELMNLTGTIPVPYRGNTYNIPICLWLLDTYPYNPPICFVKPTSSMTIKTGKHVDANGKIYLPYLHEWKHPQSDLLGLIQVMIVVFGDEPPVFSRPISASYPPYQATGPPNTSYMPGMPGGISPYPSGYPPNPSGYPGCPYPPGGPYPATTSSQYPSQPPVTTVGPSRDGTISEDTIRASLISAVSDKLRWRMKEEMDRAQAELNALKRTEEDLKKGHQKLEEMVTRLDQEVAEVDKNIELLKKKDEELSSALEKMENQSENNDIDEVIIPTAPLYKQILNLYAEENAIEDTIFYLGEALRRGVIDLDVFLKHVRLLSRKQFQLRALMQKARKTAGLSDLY
#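 Tsg101 binding domain (10 uM final) was mixed with compound and a FITC-labeled PTAP peptide (50 nM final) in HEPES pH 7.5 buffer with NaCl, Tween 20, EDTA and TCEP; fluorescence polarization was read after 20 min at r.t.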
# BRCA1 expr up: qHTS Assay to Identify Small Molecule Activators of BRCA1 Expression; MCF7-BRCA1-FFLuc reporter, luminescence, 48 h; response scale: scaled: vehicle 0%, 10 µM genistein 100%; Potency, µM (top dose mostly 46.1 µM), without a hit: at the highest dose activation, actives largely listed as activators; 380,000 compounds, 1.1% hits; also: potency is read from the fitted curve at half-maximal effect; nearly all actives have a fitted effect of over 80% in size; some results filed as inactive show a strong effect at the top dose
#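 Luminescence from a BRCA1-driven firefly luciferase in MCF7 cells was the read-out, taken 15 min after substrate addition following 48 h compound exposure at 37 °C. Data were normalized to a 10 microM genistein control and DMSO vehicle.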
# Eya2 phos inh: qHTS Assay for Inhibitors of the Phosphatase Activity of Eya2. Protein phosphatase EYA2 (Homo sapiens), O00167. recombinant Eya2, OMFP fluorescence dephosphorylation (OMFP is methylfluorescein phosphate). Potency, µM (series often up to 76.9 µM), for inactives: top-dose activity, negative = inhibition, actives largely listed as inhibitors. 330,000 compounds, 0.006% hits; also: potency is read from the fitted curve at half-maximal effect; % is scaled to controls: 0 for no effect and ±100 for the full control effect
#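 Eya2 protein (added as 0.2 uM solution) was preincubated with compound for 10 min at ambient temperature in 50 mM HEPES pH 7.5, 50 mM NaCl, 5 uM MgCl2, 0.05% BSA, 1 mM DTT. OMFP (added at 50 uM) then reacted 10 min; fluorescence read at 485/525 nm.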
# B2AR arrestin: qHTS assay of beta-arrestin-biased ligands of beta2-adrenergic receptor | Potency, µM (highest dose often 46.1 µM), inactives show top-dose activation, hits mostly activators | beta-arrestin recruitment to beta2AR, cell-based reporter | 330,000 compounds, 0.02% hits | Beta-2 adrenergic receptor (Homo sapiens), P07550;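 also: potency is read from the fitted curve at half-maximal effect; 0% = DMSO controls and full agonism = EC100 isoproterenol or metaproterenol; nearly all actives have a fitted effect of over 65% in size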
# TRPV1 ag: HTS Assay for Compounds that Act as Agonists of the Vanilloid Receptor 1. 320,000 compounds, 0.19% hits. activation, % at 8.33 µM. TRPV1-expressing cells, Fluo-8 calcium influx, agonist mode. Transient receptor potential cation channel subfamily V member 1 (Homo sapiens), Q8NER1; in the data active = activation above about 80%; inconclusive = between about 30% and that limit; also: 0% is about no effect
#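 TRPV1-expressing cells were cultured overnight at 35.5C and loaded with Fluo-8 calcium dye for 40 to 90 min at room temperature. After a 10 s baseline, compound was added and calcium influx was read kinetically for 3 min (ex 480/em 520 nm).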
# ELG1 genotoxic: qHTS screen for small molecules that induce genotoxicity in human embryonic kidney (HEK293T) cells expressing luciferase-tagged ELG1; Potency, µM (series often up to 46 µM), without a hit: at the highest dose activity change, positive = activation, most hits filed as activators; HEK293T ELG1-luciferase reporter, luminescence, 16 h; 330,000 compounds, 1.3% hits; AID 504466, 2011; also: potency is read from the fitted curve at half-maximal effect; % of control where 0% means no effect; nearly all actives have a fitted effect of over 60% in size
#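 Screening used a luciferase reporter fused to human ELG1 in HEK293T cells. Luminescence was read on a CCD plate imager after 16 hr exposure and 30 min ONE-Glo incubation.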
# USP2a block: qHTS Assay for Inhibitors of Ubiquitin-specific Protease USP2a Using CHOP2 as the Reporter. USP2 core, Ub-CHOP2 coupled fluorogenic reporter, 485/531. Potency, µM (highest dose often 38.3 µM), for the others: top-dose activity change, negative = inhibition, usual class: inhibitors. 330,000 compounds, 0.01% hits. AID 463254, 2010;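 also: potency is read from the fitted curve at half-maximal effect; plate controls were DMSO wells for no effect and full inhibition by NEM control for full effect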
# Target sequence (O75604 whole entry, looked up): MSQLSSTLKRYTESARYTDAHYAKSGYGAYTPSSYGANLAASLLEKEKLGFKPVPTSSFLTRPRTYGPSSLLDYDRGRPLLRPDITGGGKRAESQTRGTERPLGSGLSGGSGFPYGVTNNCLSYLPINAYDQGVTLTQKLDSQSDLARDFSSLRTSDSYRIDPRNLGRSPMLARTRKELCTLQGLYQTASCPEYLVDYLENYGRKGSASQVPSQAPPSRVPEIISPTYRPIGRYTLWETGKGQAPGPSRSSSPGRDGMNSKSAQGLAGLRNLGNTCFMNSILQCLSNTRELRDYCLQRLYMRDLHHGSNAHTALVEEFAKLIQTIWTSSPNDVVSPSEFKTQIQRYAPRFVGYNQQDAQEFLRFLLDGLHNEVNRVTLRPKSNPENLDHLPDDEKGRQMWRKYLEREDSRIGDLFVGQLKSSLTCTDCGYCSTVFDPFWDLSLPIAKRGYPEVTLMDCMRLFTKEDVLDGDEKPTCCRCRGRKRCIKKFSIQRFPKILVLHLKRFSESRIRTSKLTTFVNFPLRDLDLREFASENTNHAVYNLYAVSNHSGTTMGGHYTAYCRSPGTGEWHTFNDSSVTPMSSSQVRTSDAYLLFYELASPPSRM
#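 Cell-free coupled assay: 10nM USP2 core preincubated 30min RT with compound in Tris-HCl pH 8.0/CaCl2/CHAPS buffer, then 25nM Ub-CHOP2 and 25nM reporter substrate; fluorescence (Ex 485/Em 531) read after 60min RT, normalized to NEM inhibition, concentration-response curves fitted.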
# Integrin act MD: qHTS for Activators of Integrin-Mediated Alleviation for Muscular Dystrophy. alpha7betagal myoblasts, beta-gal FDG fluorescence, 48 h. Potency, µM (highest dose often 38.3 µM), for the others: at the highest dose activation, hits mostly activators. 350,000 compounds, 0.064% hits. AID 624291, 2012;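 also: potency is read from the fitted curve at half-maximal effect; 100% = response of the positive control SU9516; nearly all actives have a fitted effect of over 60% in size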
#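 alpha7betagal+/- myoblasts (passage 13, 250/well) treated 48 h at 37C with compounds at 1:260 dilution of DMSO stock. Lysed, then beta-galactosidase activity read as FDG fluorescence (ex 480/em 540) after 30 min, with pre-read for autofluorescence.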
# Active calls of the source: *; u = inconclusive; x = no result given; & = joins results of further samples; [ ] = dose if it differs, or a comment. Unless noted, calls follow the shape of the dose curve; as a rule, active = well fitted curve in the direction sought with a large enough effect; inconclusive = small, poorly fitted or top-dose-only effect, or another doubt; inactive = no such curve, though single readings can be large; an effect the other way counts as inactive or inconclusive.
SMILES,ASM inhibitor,uPA generation,p53 reactivation,TSG101-PTAP inh,BRCA1 expr up,Eya2 phos inh,B2AR arrestin,TRPV1 ag,ELG1 genotoxic,USP2a block,Integrin act MD
c1ccc(Cn2nnc3c(NCc4ccc5c(c4)OCO5)nc(C4CC4)nc32)cc1,-2%,0%,0%,-2%,-2%,11%,4.4%,-1,1%,1%,-23%
N#C/C(=C\N1CCOCC1)c1ccccc1,4%,-5%,6%,-1%,47%,13%,0.2%,29,-2%,1%,0%
Nc1nc(COC(=O)C2CCN(C(=O)c3ccc(Cl)cc3)CC2)nc(Nc2ccccc2)n1,-1%,-5%,-9%,-1%,-2%,-2%,0.4%,-2,-1%,1%,0%
O=C(COC(=O)c1cc(S(=O)(=O)N2CCOCC2)c(Cl)cc1Cl)NCc1ccco1,-2%,-7%,u,-2%,0%,5%,0.0%,x,1%,1%,-3%
O=[N+]([O-])c1ccccc1CNC1CCCc2ccccc21 (configuration not stated),0%,-11%,6%,-1%,u,-2%,-0.6%,8,-14%,-1%,13%
O=C(c1cccs1)N1CCCC(N2CCN(c3cccc(C(F)(F)F)c3)CC2)C1 (configuration not stated),0%,0%,-6%,0%,-19%,-19%,-0.3%,-1,-11%,2%,-24%
CC(=O)/C(=C/c1ccc(N(C)C)cc1)C(=O)c1ccccc1,-8%,-2%,-3%,-1%,-7%,4%,0.2%,u,-9%,4%,-4%
O=C(Cn1c(=O)sc2ccccc21)NCc1ccco1,-1%,-2%,2%,-5%,5%,-4%,-0.6%,2,8%,4%,16%
CCN(CC)S(=O)(=O)c1ccc(N2CCOCC2)c(NC(=O)c2cnccn2)c1,x,-2%,-10%,-6%,-7%,-6%,-1.6%,0,0%,0%,2%
COCCNC(=O)c1ccc2c3n(nc2c1)-c1ccc(Cl)cc1CO3,5%,10µM*,6%,-4%,u,-5%,-0.2%,6,u,2%,-18%
O=C(O)CCc1ccc(-c2ccc(F)cc2)n1CC1CCCO1 (configuration not stated),101%[activator],x,-8%,-1%,11%,-30%,0.0%,-1,0%,0%,-9%
CCC(C)(C)NC(=O)C(c1ccc(OC)cc1)N(Cc1ccc(OC)cc1)C(=O)CCC(=O)Nc1cc(C)on1 (configuration not stated),-3%,-9%,0%,0%,-15%,-8%,-0.3%,0,-15%,1%,8%
CC(=O)Nc1c(C(=O)C2CC2)oc2ccccc12,-3%,x,4%,-4%,-11%,3%,0.0%,-2,-5%,-1%,6%[7.66 µM]
CCOc1cc(/C=N/NC(=O)c2c(-c3ccccc3)noc2C)ccc1O,7%,-15%,9%,-5%,-8%,-24%,-0.4%,4,-8%,-3%,-16%
COc1ccc(OC)c(C2C3=C(N=C4SCC(=O)N42)c2ccccc2CC3)c1 (configuration not stated),0%,8%,15%,-3%,-27%,-6%,-0.7%,0,-9%,-1%,16%
Cc1coc2c(C)c3oc(=O)c(CCC(=O)N4C[C@H]5C[C@@H](C4)c4cccc(=O)n4C5)c(C)c3cc12,15%,10%,x,-3%,-16%,-15%,-0.4%,0,2%,-1%,0%
COCCN(CCOC)C(=O)CCn1c(=O)oc2ccccc21,2%,-6%,8%,-1%,-1%,6%,-0.8%,-4,0%,1%,6%
Cc1nn(Cc2ccccc2Cl)c(Cl)c1C(=O)NCCc1ccccc1,0%,-4%,u,-1%,u,1%,0.0%,2,u,1%,3%
N#C/C(=N\Nc1cccc([N+](=O)[O-])c1)C(=O)c1ccc(Br)cc1,u,-21%,-3%,1%,-78%,4%,-0.2%,2,-11%,-5%,-58%[inhibitor]
CN(c1ccc(C(=O)NCc2cccnc2)cc1)S(=O)(=O)c1ccc(Cl)cc1,-1%,9%,-21%,-1%,-50%,4%,-0.4%,12,-8%,3%,6%
CCCCNc1c(-c2ccc(SC3CCCCC3)c(OC)c2)nc2ccc(C)cn12,x,u,2%,-6%,-41%&-10%,-19%,0.0%,x,-4%,0%,-38%
Brc1cc2c(cc1Br)OCCOCCOCCOCCO2,8%,0%,0%,-5%,0%,2%,0.1%,-1,-14%,0%,3%
Cc1cc(C)nc(NS(=O)(=O)c2ccc(NC(=O)C3(c4ccc([N+](=O)[O-])cc4)CCCC3)cc2)n1,22%,-1%,-6%,-4%,-23%,-15%,0.3%,4,0%,0%,3%
O=C(c1ccco1)N(Cc1cc2ccccc2[nH]c1=O)C1CCCCC1,1%,-1%,5%,-4%,-15%,-3%,-0.3%,1,9%,1%,-9%
CN(C)C(=S)NC(=O)c1cccc(Cl)c1,4%,-3%,2%,-1%,-21%,-4%,0.0%,-5,-2%,-1%,-68%[inhibitor]

# A few values from the entries so far:
# TSG101-PTAP inh result of CCN(CC)S(=O)(=O)c1ccc(N2CCOCC2)c(NC(=O)c2cnccn2)c1 is entered as -6%
# USP2a block result of O=C(COC(=O)c1cc(S(=O)(=O)N2CCOCC2)c(Cl)cc1Cl)NCc1ccco1 is entered as 1%

# The listing continues.
SMILES,ASM inhibitor,uPA generation,p53 reactivation,TSG101-PTAP inh,BRCA1 expr up,Eya2 phos inh,B2AR arrestin,TRPV1 ag,ELG1 genotoxic,USP2a block,Integrin act MD
COCCn1c(C)cc(C(=O)COC(=O)c2ccc[nH]c2=O)c1C,-1%,-4%,28%,0%,11%,-11%,-1.0%,1,u,2%,-9%
O=C(NCC(=O)N1CCCCC1)c1ccc(Br)o1,3%,-12%,1%,-2%,55%,9%,0.4%,-6,4%,0%,-24%
CCc1ccc(OCC(=O)NNC(=O)c2cc3ccccc3o2)cc1,-2%,2%,-3%,1%,-2%,3%,0.3%,-9,0%,0%,-9%
COc1ccc(-n2nnnc2SCC(=O)c2ccc(O)c(O)c2)cc1,0%,-10%,0%,-9%,-9%,-1%,-0.6%,u,0%,-1%,-12%
O=C(Nc1ccn(Cc2ccccc2)n1)c1n[nH]c([N+](=O)[O-])c1Cl,9%,-16%,u,-5%,-77%[inhibitor],5%,-1.3%,1,u,5%,-8%
Brc1cccc(CN2CCN(c3ncccn3)CC2)c1,2%,0%,x,-5%,9%,11%,0.2%,2,-2%,2%,17%
COc1ccccc1N1CCN(C(=O)c2ccc3c(=O)n(Cc4ccc5c(c4)OCO5)c(=O)[nH]c3c2)CC1,-3%,-1%,3%,-4%,-26%,3%,-0.2%,9,-6%,-1%,u
COc1cc(OC)cc(C(=O)N[C@H](C(=O)NCc2ccc(F)cc2)C(C)C)c1,-5%,0%,-1%,-2%,-16%,2%,-0.3%,9,-2%,3%,10%
O=C(COC(=O)/C=C/c1ccccc1Cl)NC(=O)NC1CCCC1,-12%,-1%,5%,-2%,-2%,-22%,-0.2%,5,0%,-8%,11%
COCCNC(=S)N1CCc2cc(OC)c(OC)cc2C1COc1ccc(C(C)C)cc1 (configuration not stated),-16%,-9%,-1%,-6%,-49%,-15%,-1.4%,5,-4%,0%,-18%
CCc1nnc(NC(=O)CSc2nc(C)nc3c2c(=O)n(C)c(=O)n3C)s1,2%,6%,-13%,-5%,-2%,-10%,-0.4%,-3,-1%,2%,-28%
CCCn1c(SCC(=O)Nc2ccccc2C(=O)OC)nc2c1c(=O)n(C)c(=O)n2C,2%,-2%,2%,-7%,1%[1.84 µM],7%,-0.3%,2,3%,-1%,7%
O=c1c2c(-c3ccccc3)csc2ncn1/N=C/c1cccc([N+](=O)[O-])c1O,-14%,-5%,-3%,-10%,-48%,3%,-1.7%,-4,-1%,-5%,19%
O=C(CSc1n[nH]c(-c2ccccc2)n1)Nc1ncccn1,12%,0%,3%,-1%,46%,-5%,0.0%,-2,5%,3%,5%
COc1ccc(NC(=O)Nn2cnnc2)cc1OC,6%,-4%,25%,-2%,-16%,-14%,4.4%,1,3%,0%,8%
CC1(NC(=S)N(CCO)CCO)CCS(=O)(=O)C1 (configuration not stated),x,3%,5%,0%,4%,2%,-0.8%,4,1%,1%,20%
COc1ccc(NC(=O)CSCC(=O)N2c3ccccc3CCc3ccccc32)cc1,-3%,u,6%,3%,-30%,0%,-0.4%,2,-2%,6%,2%
